USP1 inh: inhibitors of human USP1/UAF1 deubiquitinase | O94782 | recombinant USP1/UAF1, Ub-Rhodamine cleavage fluorescence | Potency, µM (top dose mostly 57.1 µM), for the others: at the highest dose activity change, negative = inhibition, hits mostly inhibitors | 390,000 tested, 0.23% active | AID 743255; also: potency is read from the fitted curve at half-maximal effect; % is scaled to controls: 0 for no effect and ±100 for the full control effect; nearly all actives have a fitted effect of over 60% in size; inactives centre near -12
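High-throughput fluorogenic screen: 1nM USP1/UAF1 complex, Ub-Rho substrate 150nM final, 50mM HEPES pH 7.8 with 0.5mM EDTA, 0.1 mg/ml BSA, 1mM TCEP and 0.01% Tween-20.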
LDHA block: LDHA (human) enzyme inhibition; P00338; 480,000 tested, 0.15% active; purified LDHA, NADH/diaphorase-resazurin fluorescence; active compounds read low; AID 1347041; activity change, % (values are at about 110 or 230 µM); in the data active = activity change below about -30%; inconclusive = mostly about -25% to -30%;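 also: plate controls were DMSO wells for no effect and wells without enzyme for full effect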
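Human LDH5 (2 nM) was incubated with 0.06 mM NADH and 0.2 mM pyruvate for 5 min at room temperature in Tris pH 7.4. Remaining NADH was coupled through diaphorase/resazurin, and resorufin fluorescence was read at 0 and 20 min.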
RXFP1 ag: RXFP1 (human) receptor agonism; Q9HBX9; HEK293T-RXFP1 cAMP TR-FRET, 30 min; response scale: percent of porcine relaxin response, buffer zero; Potency, µM (series often up to 57.5 µM), for the others: at the highest dose activation, most hits filed as activators; 370,000 tested, 0.3% active; AID 2676; also: potency is read from the fitted curve at half-maximal effect; % is scaled to controls: 0 for no effect and ±100 for the full control effect; nearly all actives have a fitted effect of over 60% in size; many of its hits are not listed in these tables
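cAMP rise read by TR-FRET after 30 min, 37C compound exposure (up to 58 uM) in RXFP1-transfected HEK293 cells with Ro 20174 present. EC50 from Hill-equation fits, with 29 nM porcine relaxin as 100% and buffer as basal.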
Vif-A3G inh: blocks the Vif interaction with human APOBEC3G | HeLa A3G-eYFP + Vif (tagged APOBEC3G with the HIV-1 protein that degrades it), YFP fluorescence, overnight | Potency, µM (highest dose often 46.1 µM), for inactives: at the highest dose activity, negative = active, hits mostly inhibitors | 410,000 tested, 0.076% active;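 also: potency is read from the fitted curve at half-maximal effect; % is scaled to controls: 0 for no effect and ±100 for the full control effect; nearly all actives have a fitted effect of over 60% in size; hits raise eYFP signal because A3G escapes Vif-driven loss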
Target sequence (Q9HC16 whole entry, looked up): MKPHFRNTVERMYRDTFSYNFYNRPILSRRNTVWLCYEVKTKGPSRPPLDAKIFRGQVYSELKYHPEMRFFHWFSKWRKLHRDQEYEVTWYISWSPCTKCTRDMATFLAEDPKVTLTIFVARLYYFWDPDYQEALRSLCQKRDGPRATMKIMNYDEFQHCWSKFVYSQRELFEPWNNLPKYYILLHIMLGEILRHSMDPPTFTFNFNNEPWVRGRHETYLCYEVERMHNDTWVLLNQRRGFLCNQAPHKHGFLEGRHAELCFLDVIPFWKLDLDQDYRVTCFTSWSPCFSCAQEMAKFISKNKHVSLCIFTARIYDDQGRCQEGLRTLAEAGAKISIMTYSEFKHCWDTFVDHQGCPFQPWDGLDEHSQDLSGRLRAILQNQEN
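HeLa cells stably expressing Vif and C-terminally eYFP-tagged A3G, seeded overnight at 37 deg C, then exposed to compound by pintool overnight at 37 deg C. Rise in yellow fluorescence (Ex 488/Em 500-530, Acumen) marks blocked Vif-driven A3G degradation.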
PI4K2A inh: inhibitors of human PI4K2A; Q9BTU6; activity change, negative = inhibition, % at 76.9 µM; purified PI4K2A, ADP-Glo luminescence, 1 h; active compounds read low; 420,000 tested, 0.13% active; in the data active = activity change below about -50%; inconclusive = mostly about -30% to -49%;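 also: -100% = wells without enzyme as full effect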
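PI4K2A activity was measured by ADP-Glo luminescence: enzyme (4 ug/mL stock) and phosphatidylinositol (1.2 mM stock) in Tris pH 7.5/MgCl2/EGTA/Triton X-100 buffer were reacted with ATP (300 microM stock) for one hour at ambient temperature.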
IDH1 R132H inh: blocks human mutant IDH1 R132H enzyme; O75874; Potency, µM (top dose mostly 76.6 µM), for inactives: at the top dose activity change, negative = inhibition, actives largely listed as inhibitors; 390,000 tested, 0.093% active; IDH1-R132H enzyme, NADPH consumption, diaphorase/resazurin fluorescence; also: potency is read from the fitted curve at half-maximal effect; % is scaled to controls: 0 for no effect and ±100 for the full control effect; nearly all actives have a fitted effect of over 65% in size
Target sequence (O75874 whole entry R132H, stated change not applied): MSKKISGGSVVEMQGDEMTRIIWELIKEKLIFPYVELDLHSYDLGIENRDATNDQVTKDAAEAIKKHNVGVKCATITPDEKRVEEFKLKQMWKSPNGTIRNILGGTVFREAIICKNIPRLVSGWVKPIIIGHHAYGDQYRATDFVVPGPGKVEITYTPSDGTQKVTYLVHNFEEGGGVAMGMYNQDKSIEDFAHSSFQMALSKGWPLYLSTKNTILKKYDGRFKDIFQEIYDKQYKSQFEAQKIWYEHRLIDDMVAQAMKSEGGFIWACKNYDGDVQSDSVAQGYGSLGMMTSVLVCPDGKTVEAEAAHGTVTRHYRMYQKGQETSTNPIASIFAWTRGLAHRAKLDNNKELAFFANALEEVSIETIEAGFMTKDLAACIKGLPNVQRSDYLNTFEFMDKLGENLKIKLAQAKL
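IDH1-R132H (0.5 ug/mL dispensed) in pH 7.5 Tris buffer was preincubated 30 min with compound, then given a substrate mix of 0.016 mM NADPH and 2 mM alpha-KG for 80 min at room temperature; remaining NADPH was read by diaphorase/resazurin fluorescence.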
Glioma ERSR ind: inducers of ER stress response in human glioma cells; U87-MG GRP78 promoter luciferase reporter, 16 h; AID 602332; Potency, µM, without a hit: at the highest dose activation, usual class: activators; 420,000 tested, 0.02% active; also: potency is read from the fitted curve at half-maximal effect; series mostly up to about 76 µM; % of control where 0% means no effect; nearly all actives have a fitted effect of over 35% in size
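ERSR induction read as luciferase luminescence (Bright-Glo, 10 min at room temperature) in stably transfected human U87-MG glioma cells exposed to compounds for 16 h, using GRP78 as sensor.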
TrxR1 substrate: substrates of rat thioredoxin reductase 1; O89049; purified TrxR1 substrate turnover, NADPH consumption readout; Potency, µM (titrated, usually from 114 µM), without a hit: at the top dose activity change, negative = substrate turnover; 390,000 tested, 0.01% active; AID 588456; also: potency is read from the fitted curve at half-maximal effect; % is scaled to controls: 0 for no effect and ±100 for the full control effect; nearly all actives have a fitted effect of over 50% in size
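Rat TrxR1, dispensed at 90 nM, was prereduced with 400 uM NADPH (final) for 5 min at ~22 deg C, then incubated with compound 15 min before 400 uM selenite. A first-read NADPH fluorescence drop versus no-compound background flagged substrates.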
Vif-A3F inh: Vif-A3F binding inhibition. Potency, µM (highest dose often 46.1 µM), for inactives: at the top dose activity, negative = active. HeLa A3F-eYFP + Vif (tagged APOBEC3F with the HIV-1 protein that degrades it), YFP fluorescence increase. 390,000 tested, 0.2% active. AID 602313; also: potency is read from the fitted curve at half-maximal effect; % of control where 0% means no effect; nearly all actives have a fitted effect of over 65% in size
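HeLa cells stably expressing A3F-eYFP plus Vif, plated and incubated overnight at 37 deg C, then exposed to compounds overnight at 37 deg C. Blocked degradation read as raised yellow fluorescence (Ex 488/Em 500-530).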
* = called active by the depositor; & = joins results of further samples; [ ] = another dose, or the depositor's remark. Unless noted, calls follow the shape of the dose curve; as a rule, active = well fitted curve in the direction sought with a large enough effect; inconclusive = small, poorly fitted or top-dose-only effect, or another doubt; inactive = no such curve, though single readings can be large; an effect the other way counts as inactive or inconclusive.

COc1ccc(NC(=O)c2cn(-c3ccccc3)nc2-c2cc3ccccc3o2)cc1 was read as USP1 inh -19%, LDHA block -2, RXFP1 ag 4.5%, Vif-A3G inh -2%, PI4K2A inh 10, IDH1 R132H inh 3%, Glioma ERSR ind 3%, TrxR1 substrate -1%[57.1 µM] and Vif-A3F inh -6%.
`CCOc1ccc(NC(=O)CN2CCN(CC(=O)Nc3cc(OC)cc(OC)c3)CC2)cc1` gave USP1 inh -2%, LDHA block 0, RXFP1 ag -0.4%, Vif-A3G inh -6%, PI4K2A inh 10, IDH1 R132H inh 2%, Glioma ERSR ind -5%, TrxR1 substrate 12%[57.1 µM] and Vif-A3F inh 6%.
`C=CCOc1ccc(/C=C/C(=O)OCC(=O)N2CCN(C(C)=O)CC2)cc1` gave USP1 inh 5%, LDHA block 0, Vif-A3G inh 4%, PI4K2A inh 1, IDH1 R132H inh -8%, Glioma ERSR ind 1%, TrxR1 substrate -4%[2.29 µM] and Vif-A3F inh -22%.
O=C(O)c1oc2ccccc2c1-n1cccc1 was read as USP1 inh -2%, LDHA block -12, RXFP1 ag 0.4%, Vif-A3G inh -6%, PI4K2A inh -2, IDH1 R132H inh 0%, Glioma ERSR ind -4%, TrxR1 substrate -1% and Vif-A3F inh -5%.
COc1cccc(-c2nnc(SCC(=O)Nc3cc(C)on3)n2C)c1 was read as USP1 inh -29%, LDHA block -14, RXFP1 ag 0.0%, Vif-A3G inh 0%, PI4K2A inh 1, IDH1 R132H inh -4%, Glioma ERSR ind -1%, TrxR1 substrate 12% and Vif-A3F inh -7%.
Screening C=CCNc1nc(-c2sc(NC(C)=O)nc2C)cs1 returned USP1 inh -4%, LDHA block 4, RXFP1 ag -0.4%, Vif-A3G inh -4%, PI4K2A inh -2, IDH1 R132H inh -4%, Glioma ERSR ind 7%, TrxR1 substrate -4% and Vif-A3F inh -2%.
N=C(N)SCc1cn2ccccc2n1 was read as USP1 inh -18%, LDHA block 2, RXFP1 ag 5.2%, Vif-A3G inh 1%, PI4K2A inh -4, IDH1 R132H inh 5%, Glioma ERSR ind -5%, TrxR1 substrate -2% and Vif-A3F inh 2%.
`COC(=O)Cn1cc(C#N)c2ccccc21` gave USP1 inh -11%, LDHA block -8, RXFP1 ag 0.8%, Vif-A3G inh -1%, PI4K2A inh 4, IDH1 R132H inh 4%, Glioma ERSR ind -9%, TrxR1 substrate -3% and Vif-A3F inh 1%.
O=c1cc(-c2ccccc2O)nc(-c2ccccc2)[nH]1 was read as USP1 inh -11%, LDHA block -5, Vif-A3G inh 0%, PI4K2A inh -3, IDH1 R132H inh 3%, Glioma ERSR ind 2%, TrxR1 substrate 1%[57.1 µM] and Vif-A3F inh -6%.
Screening CCCCN(Cc1cccs1)S(=O)(=O)c1ccc(-c2ccc(=O)[nH]n2)s1 returned USP1 inh -28%, LDHA block -10, RXFP1 ag -0.2%, Vif-A3G inh -7%, PI4K2A inh -2, IDH1 R132H inh -3%, Glioma ERSR ind -7%, TrxR1 substrate -2% and Vif-A3F inh -19%.
`CCc1nc2ccccc2c(=O)n1NC(=O)c1c(O)c2ccccc2n(CC)c1=O` gave USP1 inh -5%, LDHA block -40*, RXFP1 ag 3.0%, Vif-A3G inh 2%, PI4K2A inh 1, IDH1 R132H inh 1%, Glioma ERSR ind -3%, TrxR1 substrate 7%[57.1 µM] and Vif-A3F inh 9%.
`CCCn1c(O)c(N=NC(=O)CNC(=O)c2ccncc2)c2ccccc21` gave USP1 inh -13%, LDHA block -4, RXFP1 ag -0.5%, Vif-A3G inh -7%, PI4K2A inh -3, IDH1 R132H inh -4%, Glioma ERSR ind 1%, TrxR1 substrate -13% and Vif-A3F inh -1%.
Screening CC1(C)Cc2c(sc(NC(=O)c3ccc(S(=O)(=O)N4CCCC4)cc3)c2C#N)C(C)(C)N1 returned USP1 inh -13%, LDHA block -8, RXFP1 ag 0.1%, Vif-A3G inh 1%, PI4K2A inh 1, IDH1 R132H inh -11%, Glioma ERSR ind -3%, TrxR1 substrate -4% and Vif-A3F inh -1%.
`COc1ccc(Oc2nc3c(C)cccn3c(=O)c2/C=C(\C#N)C(N)=O)cc1` gave USP1 inh -15%, LDHA block -5, RXFP1 ag 5.7%, Vif-A3G inh -1%, PI4K2A inh 1, IDH1 R132H inh inconclusive, Glioma ERSR ind -9%, TrxR1 substrate 57% and Vif-A3F inh -11%.
For CCN(C(=O)c1ccccc1Cl)c1ccccc1 the results were USP1 inh 1%, LDHA block -10, RXFP1 ag -0.9%, Vif-A3G inh 0%, PI4K2A inh 5, IDH1 R132H inh 4%, Glioma ERSR ind -1%, TrxR1 substrate 10% and Vif-A3F inh -8%.
`COC(=O)C1CC(O)C(O)C(O)C1` (stereo not drawn) gave USP1 inh -24%, LDHA block -3, Vif-A3G inh 0%, PI4K2A inh 1, IDH1 R132H inh 1%, Glioma ERSR ind 2%, TrxR1 substrate 2% and Vif-A3F inh 12%.
For S=C(NCc1cccnc1)NCc1cccnc1 the results were USP1 inh -14%, LDHA block 0, RXFP1 ag -1.9%, Vif-A3G inh 4%, PI4K2A inh -5, IDH1 R132H inh 5%, Glioma ERSR ind -4%, TrxR1 substrate 4%[57.1 µM] and Vif-A3F inh 6%.
For C=CCNC(=O)c1c[nH]c2ccc(S(=O)(=O)N(C)c3ccc(OCC)cc3)cc2c1=O the results were USP1 inh -2%, LDHA block -4, RXFP1 ag 3.1%, Vif-A3G inh -1%, PI4K2A inh -1, IDH1 R132H inh 3%, Glioma ERSR ind -3%, TrxR1 substrate -1% and Vif-A3F inh 0%.
For Cc1cc(NC(=S)Nc2ccc(C)c(Cl)c2)n[nH]1 the results were USP1 inh -24%, LDHA block -5, RXFP1 ag 4.0%, Vif-A3G inh -1%, PI4K2A inh 5, IDH1 R132H inh 2%, Glioma ERSR ind 1%, TrxR1 substrate -1%[57.1 µM] and Vif-A3F inh -21%.
Screening Cc1oc2c(c(C)cc3oc(=O)c(CC(=O)NCCCN4CCCC4=O)c(C)c32)c1C returned USP1 inh -6%, LDHA block -1, RXFP1 ag 7.6%, Vif-A3G inh 1%, PI4K2A inh 0, IDH1 R132H inh -6%, Glioma ERSR ind -2%, TrxR1 substrate 22% and Vif-A3F inh -1%.
For CCc1ccc(NC(=O)C2CC(=O)N=C(N)S2)cc1 (stereo not drawn) the results were USP1 inh -11%, LDHA block -2, RXFP1 ag -0.5%, Vif-A3G inh 0%, PI4K2A inh -4, IDH1 R132H inh 2%, Glioma ERSR ind 0% and TrxR1 substrate -1%.
Cc1ccc(-n2ncc3c(Nc4cccc(C(=O)O)c4)ncnc32)cc1 was read as USP1 inh -16%&3%, LDHA block -12&0, RXFP1 ag 0.6%&-3.4%, Vif-A3G inh -7%&-12%, PI4K2A inh -2&-6, IDH1 R132H inh -27%&-4%, Glioma ERSR ind -7%&-9%, TrxR1 substrate -8%&-10% and Vif-A3F inh 1%.
`C=CCC1CCCCC1=C(C#N)c1ccccc1` (stereo not drawn) gave USP1 inh -14%, LDHA block 2, Vif-A3G inh 4%, PI4K2A inh -1, IDH1 R132H inh 9%, Glioma ERSR ind -3% and Vif-A3F inh 7%.
N/C(=N\OC(=O)c1ccccc1Cl)c1ccccn1 was read as USP1 inh -5%, LDHA block -1, RXFP1 ag -0.9%, Vif-A3G inh 1%, PI4K2A inh -51*, IDH1 R132H inh 5%, Glioma ERSR ind -10%, TrxR1 substrate 7% and Vif-A3F inh -5%.
CCC(C)NC(=O)CN(c1ccc(OC)cc1)S(=O)(=O)c1ccc(NC(C)=O)cc1 (stereo not drawn) was read as USP1 inh -1%, LDHA block -9, RXFP1 ag 2.2%, Vif-A3G inh 1%, PI4K2A inh 3, IDH1 R132H inh 11%, Glioma ERSR ind -4%, TrxR1 substrate -10% and Vif-A3F inh 1%.
`COc1ccccc1N(CC(=O)N1CCC(C)CC1)S(=O)(=O)c1ccc(C)cc1` gave USP1 inh -13%, LDHA block -1, RXFP1 ag 7.3%, Vif-A3G inh -2%, PI4K2A inh 1, IDH1 R132H inh 14%, Glioma ERSR ind -2%, TrxR1 substrate 5% and Vif-A3F inh -7%.
Screening O=C(Nc1nc(=O)c2ccccc2s1)c1ccc(Cl)cc1 returned USP1 inh -10%, LDHA block -10, RXFP1 ag 32µM*, Vif-A3G inh 1%, PI4K2A inh 2, IDH1 R132H inh 0%, Glioma ERSR ind 7%, TrxR1 substrate -9% and Vif-A3F inh -2%.
For Cn1c(=O)oc2cc(S(=O)(=O)NCCC(=O)NCCc3ccccc3)ccc21 the results were USP1 inh -1%, LDHA block -3, RXFP1 ag 2.5%, Vif-A3G inh 0%, PI4K2A inh -4, IDH1 R132H inh 8%, Glioma ERSR ind -3%, TrxR1 substrate 7% and Vif-A3F inh -10%.

Compound activity from PubChem BioAssay.

A portion of the library; count on the stated rates, not on these rows.
